RECQ1 helicase – RECQ1 (human) helicase inhibition. P46063. RECQ1 DNA unwinding, red fluorescence kinetic read. Potency, µM (highest dose often 57.3 µM), inactives show at the top dose activity, negative = inhibition, usual class: inhibitors. actives 0.54% (n = 240,000). AID 2549;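 note: plate controls were vehicle for no effect and no enzyme for full effect; nearly all actives have a fitted effect of over 30% in size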
Target sequence (P46063 whole entry, looked up): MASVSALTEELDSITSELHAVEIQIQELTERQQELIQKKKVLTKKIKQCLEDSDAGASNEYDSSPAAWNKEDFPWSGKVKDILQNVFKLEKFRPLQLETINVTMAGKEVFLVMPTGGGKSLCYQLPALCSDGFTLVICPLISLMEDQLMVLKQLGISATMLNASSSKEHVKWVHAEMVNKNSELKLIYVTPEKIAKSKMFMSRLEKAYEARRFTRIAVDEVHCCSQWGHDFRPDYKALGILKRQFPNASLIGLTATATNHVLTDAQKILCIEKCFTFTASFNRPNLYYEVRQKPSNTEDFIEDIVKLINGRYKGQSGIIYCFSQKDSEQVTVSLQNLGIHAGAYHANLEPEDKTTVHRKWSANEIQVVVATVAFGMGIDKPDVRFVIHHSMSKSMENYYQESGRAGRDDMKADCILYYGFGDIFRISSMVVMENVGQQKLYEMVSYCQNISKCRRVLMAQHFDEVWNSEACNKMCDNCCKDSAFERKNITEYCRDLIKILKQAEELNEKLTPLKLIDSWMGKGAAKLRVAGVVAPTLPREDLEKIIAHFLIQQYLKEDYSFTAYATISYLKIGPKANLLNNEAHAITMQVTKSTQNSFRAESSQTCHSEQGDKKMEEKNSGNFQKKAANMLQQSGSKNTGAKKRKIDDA
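RECQ1T1 50 nM; forked duplex (20 bp + 30-nt ss tails) 200 nM, ATP 2 mM final; pH 8.0, 2 mM MgCl2, 2.5 ug/ml poly(dI-dC); 15 min compound preincubation; discontinuous kinetic read over 2 h at RT.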
Tau fibril ThT – blocks human tau fibril formation measured by thioflavin T; P10636; recombinant tau K18 P301L, heparin-induced fibrillization, ThT fluorescence; Potency, µM (top dose mostly 57.4 µM), inactives show at the highest dose activity, negative = inhibition, actives largely listed as inhibitors; actives 2.1% (n = 270,000); note: % is set by controls: 0 for no effect and ±100 for the full control effect; nearly all actives have a fitted effect of over 55% in size
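Tau K18 P301L fragment (15 uM unlabeled plus 0.24 uM Alexa 594-labeled) in 100 mM sodium acetate pH 7 with compound, fibrillization induced by 20 uM heparin for 6 hr at 37 C. Thioflavin T (30 uM) added, fluorescence read after 1 hr (ex 450, em 510 nm).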
TRb-SRC2 inh – TRbeta-SRC2 interaction inhibition. Potency, µM (doses to about 106 µM), for the others: at the top dose activity change, negative = inhibition, actives largely listed as inhibitors. P10828. actives 0.065% (n = 280,000). TRbeta-SRC2 peptide binding, fluorescence polarization; receptor liganded with 1 µM T3;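 note: plate controls were bound peptide for no effect and peptide without receptor for full effect; nearly all actives have a fitted effect of over 50% in size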
Target sequence (P10828 whole entry, looked up): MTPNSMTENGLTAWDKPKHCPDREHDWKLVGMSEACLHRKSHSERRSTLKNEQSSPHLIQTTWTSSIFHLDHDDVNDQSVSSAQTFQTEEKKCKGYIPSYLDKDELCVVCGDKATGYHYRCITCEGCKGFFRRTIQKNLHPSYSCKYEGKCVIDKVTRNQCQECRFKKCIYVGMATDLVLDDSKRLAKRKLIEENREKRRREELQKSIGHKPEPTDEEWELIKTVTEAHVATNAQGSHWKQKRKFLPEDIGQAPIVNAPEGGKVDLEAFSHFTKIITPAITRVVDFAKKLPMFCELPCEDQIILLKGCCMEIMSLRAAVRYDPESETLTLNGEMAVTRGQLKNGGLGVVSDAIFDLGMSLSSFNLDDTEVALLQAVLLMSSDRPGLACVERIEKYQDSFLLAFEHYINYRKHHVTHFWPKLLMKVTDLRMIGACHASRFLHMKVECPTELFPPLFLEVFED
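Fluorescence polarization of 20 nM Texas Red SRC2 peptide (20-aa NR interaction domain) bound to 0.6 uM human TRb ligand-binding domain, with 1 uM T3, after 5 hr at ambient temperature; inhibition seen as decreased polarization.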
Tau FP inhib – blocks human tau fibril formation measured by polarization | actives 0.39% (n = 280,000) | Potency, µM (doses to about 57.7 µM), for the others: top-dose activity, negative = inhibition, most hits filed as inhibitors | P10636 | K18 P301L tau heparin fibrillization, Alexa594 FP, 6 h; note: % is set by controls: 0 for no effect and ±100 for the full control effect; nearly all actives have a fitted effect of over 55% in size
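Steps: dispense K18 P301L tau (15 uM plus 0.24 uM Alexa 594 tracer, final) in pH 7 sodium acetate; add compound; add heparin (20 uM final); incubate 6 hr, 37 C; add ThT (30 uM final); after 1 hr ambient, read FP.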
TexasRed fluor – counter-screen for TRb-SRC2 inhibitors: fluorescence interference; TRb/SRC2 Texas Red total fluorescence interference; Potency, µM (highest dose often 106 µM), inactives show at the top dose fluorescence change, negative = quenching; actives 0.29% (n = 280,000); active = well fitted curve in either direction with a large enough effect; inconclusive = small, poorly fitted or top-dose-only effect; note: % is set by controls: 0 for no effect and ±100 for the full control effect
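Human TRβ ligand-binding domain (0.6 uM) and Texas Red SRC2 peptide (20 nM) in Tris buffer with 1 uM T3 and 5% DMSO were incubated with pinned compound for 5 hr at ambient temperature. Total fluorescence was computed as S + 2P (555/632 nm).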
Tau fluor counter – counter-screen for tau fibril formation inhibitors | tau K18 P301L (four-repeat tau fragment) Alexa594 fluorescence, heparin fibrillization | Potency, µM (titrated, usually from 57.7 µM), without a hit: at the top dose activity change, negative = decrease | actives 0.93% (n = 280,000) | AID 1463; note: % is set by controls: 0 for no effect and ±100 for the full control effect; nearly all actives have a fitted effect of over 55% in size
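Human K18 P301L tau (15 uM unlabeled plus 0.24 uM Alexa 594-labeled, final) in 100 mM sodium acetate pH 7 was mixed with compound and 20 uM heparin and incubated 6 hr at 37 C.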
HTT ATP protect – Huntington cell model cytoprotection by ATP luminescence. AID 1471. Potency, µM (titrated, usually from 56.4 µM), for the others: cytoprotection (ATP increase), usual class: activators. actives 0.14% (n = 230,000). PC12 HTT-Q103 induced, cytoprotection, ATP luminescence, 40 h;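 note: % of control where 0% means no effect; nearly all actives have a fitted effect of over 45% in size; toxic huntingtin expression switched on by the ecdysone agonist tebufenozide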
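PC12 cells stably carrying ecdysone-inducible Htt exon 1 (Q103)–GFP were induced with 100 nM tebufenozide (final) alongside library compounds in a dose series. Cytoprotection was scored as retained ATP by ATPlite luminescence.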
L3MBTL1 inh – blocks human L3MBTL1. actives 0.66% (n = 230,000). AlphaScreen L3MBTL1–H3K9me1 peptide binding. Potency, µM (series often up to 57.1 µM), without a hit: at the top dose activity, negative = inhibition, usual class: inhibitors; note: % is set by controls: 0 for no effect and ±100 for the full control effect; nearly all actives have a fitted effect of over 60% in size
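L3MBTL1 (50 nM) pre-complexed 30 min with biotinylated H3(1-15)K9me1 peptide (75 nM), then compounds added for 30 min at room temperature; AlphaScreen streptavidin donor/nickel chelate acceptor beads (10 ug/mL final) read after 30 min dark incubation.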
Active calls of the source: *; [ ] = dose if it differs, or a comment. Unless noted, calls come from the whole dose curve; as a rule, active = well fitted curve in the direction sought with a large enough effect; inconclusive = small, poorly fitted or top-dose-only effect, or another doubt; inactive = no such curve, though single readings can be large; an effect the other way counts as inactive or inconclusive. Potency is the fitted concentration of half-maximal effect.

How did CCOc1ccccc1N(CC(=O)Nc1ccc(OC)c(Cl)c1)S(=O)(=O)c1ccccc1 do in these assays?
Tau fibril ThT: -15%; TRb-SRC2 inh: -2%; Tau FP inhib: 1%; TexasRed fluor: inconclusive; Tau fluor counter: inconclusive

How did Cc1ccc(CC2C(=O)N(c3ccc(C)cc3)C(=O)C2C)cc1 (configuration not stated) do in these assays?
RECQ1 helicase: -2%; Tau fibril ThT: -8%; TRb-SRC2 inh: 1%; Tau FP inhib: 1%; TexasRed fluor: -1%; Tau fluor counter: -12%; HTT ATP protect: -1%

What do the screens show for `COc1cc2c(cc1OC)C(c1ccc3c(c1)OCO3)CC(=O)N2` (configuration not stated)?
RECQ1 helicase: -4%; Tau fibril ThT: -12%; TRb-SRC2 inh: 1%; Tau FP inhib: 5%; TexasRed fluor: 3%; Tau fluor counter: -2%; HTT ATP protect: 0%[0.074 µM]

Results for COc1ccccc1N1CCN(C(=O)c2cnn(-c3ccc(C)c(C)c3)c2C2CCN(C(=O)OC(C)(C)C)CC2)CC1 ?
Tau fibril ThT: -14%; TRb-SRC2 inh: 0%; Tau FP inhib: 8%; TexasRed fluor: 1%; Tau fluor counter: -4%

How did CC(C)COc1ccccc1C1CC(=O)Nc2cc3c(cc21)OCO3 (configuration not stated) do in these assays?
Tau fibril ThT: -14%; TRb-SRC2 inh: 3%; Tau FP inhib: 5%; TexasRed fluor: -2%; Tau fluor counter: -20%

Results for COCCNC(=O)c1ccc2c(c1)N(Cc1cccc(Cl)c1)C(=O)c1ccccc1S2(=O)=O ?
Tau fibril ThT: -4%; TRb-SRC2 inh: 4%; Tau FP inhib: inconclusive; TexasRed fluor: -2%; Tau fluor counter: -29%

What do the screens show for `Cc1nc(N)c(CC(Br)CBr)c(Cl)n1` (configuration not stated)?
RECQ1 helicase: -10%; Tau fibril ThT: 0%; TRb-SRC2 inh: 3%; Tau FP inhib: -4%; TexasRed fluor: 0%; Tau fluor counter: -2%; HTT ATP protect: -8%[10 µM]; L3MBTL1 inh: 6%

What do the screens show for `COc1ccc(NC(=O)c2nc[nH]c2C(=O)N(C)Cc2ccccc2)cc1`?
RECQ1 helicase: -1%; Tau fibril ThT: -11%; TRb-SRC2 inh: -5%; Tau FP inhib: -7%; TexasRed fluor: 0%; Tau fluor counter: -27%; HTT ATP protect: -17%[10 µM]

What do the screens show for `COc1ccccc1NC(=O)NCC(c1ccco1)N1CCCCC1` (configuration not stated)?
RECQ1 helicase: 1%; Tau fibril ThT: 3%; TRb-SRC2 inh: 4%; Tau FP inhib: 3%; TexasRed fluor: -1%; Tau fluor counter: 3%; HTT ATP protect: -16%; L3MBTL1 inh: 16%

How did COc1ccc(-c2nc3ccccc3o2)cc1NC(=O)COc1ccc(C)c(C)c1 do in these assays?
Tau fibril ThT: -6%; TRb-SRC2 inh: -1%; Tau FP inhib: -4%; TexasRed fluor: 1%; Tau fluor counter: 6%

Results for NC(=O)CSc1nnc(CSc2ncccn2)n1-c1ccccc1 ?
RECQ1 helicase: inactive; Tau fibril ThT: 2%; TRb-SRC2 inh: -4%; Tau FP inhib: -1%; TexasRed fluor: -1%; Tau fluor counter: 5%; HTT ATP protect: 10%

Results for Cc1cnc2c(c1SCC(=O)N(C)c1ccccc1)c(=O)n(C)c(=O)n2C ?
Tau fibril ThT: -13%; TRb-SRC2 inh: 1%; Tau FP inhib: -10%; TexasRed fluor: 1%; Tau fluor counter: -6%

Results for O=C(O)Cc1ccc(CCNS(=O)(=O)c2ccc(Cl)cc2)cc1 ?
RECQ1 helicase: -5%; TRb-SRC2 inh: 2%; TexasRed fluor: 4%; HTT ATP protect: 10%

Results for O=C1CN(C(=O)Nc2ccccc2C(F)(F)F)C(c2ccccc2)c2c(sc3c2CCCC3)N1 (configuration not stated) ?
Tau fibril ThT: -15%; TRb-SRC2 inh: 1%; Tau FP inhib: 0%; TexasRed fluor: -1%; Tau fluor counter: -4%

Results for O=C(c1ccc(Br)o1)N1CCCc2ccccc21 ?
RECQ1 helicase: inactive; Tau fibril ThT: -4%; TRb-SRC2 inh: -1%; Tau FP inhib: -1%; TexasRed fluor: 0%; Tau fluor counter: -5%; HTT ATP protect: 5%[10 µM]; L3MBTL1 inh: 0%

How did O=C(c1cc(-c2ccc(Cl)cc2)n(-c2cc(Cl)ccc2Cl)n1)N1CCOCC1 do in these assays?
RECQ1 helicase: -8%; Tau fibril ThT: 1%; TRb-SRC2 inh: -1%; Tau FP inhib: 0%; TexasRed fluor: 0%; Tau fluor counter: 0%; HTT ATP protect: 10%; L3MBTL1 inh: 5%

How did CCOc1cc(N2CCOCC2)c(OCC)cc1NC(=O)CN1C(=O)NC(Cc2ccccc2)C1=O (configuration not stated) do in these assays?
RECQ1 helicase: -18%; Tau fibril ThT: -16%; TRb-SRC2 inh: -12%; Tau FP inhib: 1%; TexasRed fluor: 0%; Tau fluor counter: -17%; HTT ATP protect: -7%[0.074 µM]; L3MBTL1 inh: -1%

How did COC(=O)Cn1ncc2c3ccccc3n(Cc3ccccc3)c2c1=O do in these assays?
RECQ1 helicase: inactive; Tau fibril ThT: -6%; TRb-SRC2 inh: -4%; Tau FP inhib: 13%; TexasRed fluor: 1%; Tau fluor counter: -14%; HTT ATP protect: 1%

Results for O=C(CCCCCn1c(=O)[nH]c2ccccc2c1=O)NCCCN1CCN(c2ccccc2F)CC1 ?
RECQ1 helicase: -6%; Tau fibril ThT: -6%; TRb-SRC2 inh: -5%; Tau FP inhib: 7%; TexasRed fluor: -3%; Tau fluor counter: -6%; HTT ATP protect: 8%

What do the screens show for `CCN(CC)S(=O)(=O)c1ccc(NC(=O)c2nc3nc(C)cc(C)n3n2)cc1`?
RECQ1 helicase: inactive; Tau fibril ThT: -2%; TRb-SRC2 inh: 3%; Tau FP inhib: 2%; TexasRed fluor: 0%; Tau fluor counter: -2%; HTT ATP protect: -5%[10 µM]

As a short view, four of the compounds above.
How did CCOc1cc(N2CCOCC2)c(OCC)cc1NC(=O)CN1C(=O)NC(Cc2ccccc2)C1=O (configuration not stated) do in these assays?
RECQ1 helicase: -18%; Tau fibril ThT: -16%; TRb-SRC2 inh: -12%; Tau FP inhib: 1%; TexasRed fluor: 0%; Tau fluor counter: -17%; HTT ATP protect: -7%[0.074 µM]; L3MBTL1 inh: -1%

How did COC(=O)Cn1ncc2c3ccccc3n(Cc3ccccc3)c2c1=O do in these assays?
RECQ1 helicase: inactive; Tau fibril ThT: -6%; TRb-SRC2 inh: -4%; Tau FP inhib: 13%; TexasRed fluor: 1%; Tau fluor counter: -14%; HTT ATP protect: 1%

Results for O=C(CCCCCn1c(=O)[nH]c2ccccc2c1=O)NCCCN1CCN(c2ccccc2F)CC1 ?
RECQ1 helicase: -6%; Tau fibril ThT: -6%; TRb-SRC2 inh: -5%; Tau FP inhib: 7%; TexasRed fluor: -3%; Tau fluor counter: -6%; HTT ATP protect: 8%

What do the screens show for `CCN(CC)S(=O)(=O)c1ccc(NC(=O)c2nc3nc(C)cc(C)n3n2)cc1`?
RECQ1 helicase: inactive; Tau fibril ThT: -2%; TRb-SRC2 inh: 3%; Tau FP inhib: 2%; TexasRed fluor: 0%; Tau fluor counter: -2%; HTT ATP protect: -5%[10 µM]

The listing continues:
How did Cc1c(-c2nsc(NC(=O)c3cccs3)n2)nnn1-c1ccc(F)cc1 do in these assays?
Tau fibril ThT: -17%; TRb-SRC2 inh: -18%; Tau FP inhib: inconclusive; TexasRed fluor: 0%; Tau fluor counter: -8%

What do the screens show for `CC(C)OC(=O)CN1C(=O)S/C(=C/c2ccc(N3CCCCC3)o2)C1=O`?
RECQ1 helicase: 0%; Tau fibril ThT: inconclusive; TRb-SRC2 inh: 1%; Tau FP inhib: 18%; TexasRed fluor: 7%; Tau fluor counter: -8%; HTT ATP protect: -24%

Results for CNS(=O)(=O)c1cccc(C(=O)OCC(=O)Nc2ccc(-c3nc4ccc(C)cc4s3)cc2)c1 ?
RECQ1 helicase: 12%; Tau fibril ThT: 0%; TRb-SRC2 inh: -4%; Tau FP inhib: inconclusive; TexasRed fluor: -1%; Tau fluor counter: -18%; HTT ATP protect: -182%[inhibitor]; L3MBTL1 inh: 0%

Results for Nc1nc(CCl)nc(Nc2ccccc2)n1 ?
RECQ1 helicase: -7%; Tau fibril ThT: inconclusive; TRb-SRC2 inh: -3%; Tau FP inhib: -10%; TexasRed fluor: -8%; Tau fluor counter: -11%; HTT ATP protect: -52%[inhibitor]

What do the screens show for `O=C(NC1CC1)C1=C[C@@H](c2csc3ccccc23)C[C@@H](OCc2ccc(CO)cc2)O1`?
RECQ1 helicase: -14%; Tau fibril ThT: -14%; TRb-SRC2 inh: 6%; Tau FP inhib: -4%; TexasRed fluor: -1%; Tau fluor counter: -13%; HTT ATP protect: 17%[10 µM]; L3MBTL1 inh: -7%

What do the screens show for `O=C(Nc1ccc2[nH]c(=O)[nH]c2c1)C(F)(F)F`?
RECQ1 helicase: -6%; Tau fibril ThT: 3%; TRb-SRC2 inh: -8%; Tau FP inhib: 8%; TexasRed fluor: -1%; Tau fluor counter: 2%; HTT ATP protect: -23%; L3MBTL1 inh: -22%

How did COc1cccc([C@@H]2Oc3ccc(OC)cc3C(=O)[C@H]2OC(=O)NCc2ccco2)c1 do in these assays?
RECQ1 helicase: 1%; Tau fibril ThT: -5%; TRb-SRC2 inh: 5%; Tau FP inhib: -5%; TexasRed fluor: -1%; Tau fluor counter: -7%; HTT ATP protect: 36%

How did CCOc1ccc(C(=O)n2cnnc2N)cc1 do in these assays?
RECQ1 helicase: inactive; Tau fibril ThT: -7%; TRb-SRC2 inh: 1%; Tau FP inhib: 5%; TexasRed fluor: -1%; Tau fluor counter: 9%; HTT ATP protect: -14%[10 µM]

Some of the compounds tested. The share of hits here may be higher or lower than overall.
